# SRC1 TRFRET art = flags TR-FRET format artefacts in PPARgamma SRC-1 recruitment agonist screen | TR-FRET detection artefact counter-screen, emission ratio; stronger effect = higher value | TR-FRET ratio at 8 µM | 99,000 compounds, 0.34% hits; in the data active = TR-FRET ratio above about 2300; also: inactives centre near 1800; reference of the scale not given here
# SRC3 TRFRET art = counter-screen for PPARgamma SRC-3 recruitment agonists: TR-FRET artefact. PPARgamma/SRC-3 format; stronger effect = higher value. TR-FRET ratio at 8 µM. 99,000 compounds, 0.39% hits; in the data active = TR-FRET ratio above about 2000; also: inactives centre near 1600; reference of the scale not given here
# * = called active by the depositor. Only part of the results is shown; rates above refer to the full screens.
SMILES,SRC1 TRFRET art,SRC3 TRFRET art
COC(=O)c1ccc(NC(=O)c2ccco2)cc1,1623,1462
N#C/C(=C\c1cccnc1)C(=O)Nc1ccc(C(=O)O)cc1,1822,1548
O=C(COC(=O)COc1ccc(Cl)cc1)Nc1ccc(N2CCOCC2)cc1,2027,1510
COC(=O)c1ccccc1NC(=O)Nc1ccc(C)cn1,1654,1751
CN(C1=C(NC(=O)c2ccccc2)C(=O)c2ccccc2C1=O)C1CCS(=O)(=O)C1 (stereo unspecified),1792,1537
Cc1ccc(NC(=O)C(NC2CCCC2)c2ccccc2)cc1Cl (stereo unspecified),1910,1636
O=C(/C(=C/c1cccc(Cl)c1)c1nc2ccccc2[nH]1)c1ccccc1,1809,1508
COC(=O)c1cccc(NC(=O)COc2cccc([N+](=O)[O-])c2)c1,1731,1591
CSC1=C(C#N)C(C)CC(=O)N1 (stereo unspecified),1948,1559
CN(CCCN1CCOCC1)Cc1nc(-c2ccccc2)no1,1616,1597
CC(C)N=C1NN=C(c2ccc(F)cc2)CS1,1921,1851
N#Cc1cc([N+](=O)[O-])cnc1Nc1ccccc1,1772,1793
C#CCOCCOCCOCCNc1nc(N2CCN(C(=O)Cn3cc(CC(C)O)nn3)CC2)nc(N2CCN(C(=O)[C@H]([C@@H](C)CC)n3cc(CCCN=C(N)N)nn3)CC2)n1 (stereo partly specified),1788,1512
CC(C)(C)NC(=O)NC(=O)CN1CCN(c2ccc(O)cc2)CC1,1397,1495
O=C(C1COc2ccccc2O1)N1CCN(c2ccccc2Cl)CC1 (stereo unspecified),1737,1522
O=C(Nc1ccc(C(=O)N2CCOCC2)cc1)Nc1cccc(Cl)c1,1822,1554
CCCCOC(=O)Nc1cc(OC)c(Cl)cc1OC,1812,1311
CCN1CCN(c2cc(C)c3cc(NC(=S)N4CCC5(CC4)OCCO5)ccc3n2)CC1,1927,1716
Cc1nc2ccc(NC(=O)c3ccc(Cl)c(S(=O)(=O)N(C)c4ccccc4)c3)cc2s1,1530,2532*
COc1ccc(Cl)cc1C(=O)Nc1ccc(NC(C)=O)cc1,1677,1760
COc1cccc(-n2c(C)nn(CCOc3ccccc3)c2=O)c1,1412,1382
COc1ccc(N/C(N)=N/c2nc(C)cc(C)n2)c(OC)c1,1634,1651
CCN(CC)CCNc1nc(-c2cccs2)c(CC(=O)O)s1,1736,1574
Cc1cccc(NC(=O)COc2ccc(/C=C\c3[nH]c(=O)[nH]c(=O)c3[N+](=O)[O-])cc2)c1,1695,1496
CC(Cl)C(=O)NNC(=O)CNS(=O)(=O)c1ccccc1 (stereo unspecified),1673,1438
CCN(C(=O)c1cc2ccccc2o1)C12CC3CC(CC(C3)C1)C2,1817,1394
O=C(Nc1cccc(S(=O)(=O)N2CCCCC2)c1)c1ccc2c(=O)n3c(nc2c1)CCCCC3,1679,1541
O=C(NCC1CCCO1)/C(=C/c1ccc(Cl)cc1)NC(=O)c1ccccc1 (stereo unspecified),1689,1700
C/C(=N\NC(=S)Nc1c(C)cccc1C)c1ccc(OC(F)F)cc1,1673,1271
O=S(=O)(NCC(c1ccco1)N1CCN(c2ccccc2F)CC1)c1ccccc1 (stereo unspecified),1895,1490
CC(C)CCN1CCN(CCCn2cccn2)CC1CCO (stereo unspecified),1630,1395
S=C(NC1CC1)N1CCc2ccccc2C1,1705,1576
FC(F)(F)c1cccc(OCc2nnc3n2CCC3)c1,1771,1481
Cc1ccc(N2C(=O)C(Cl)=C(N3CCOCC3)C2=O)cc1Cl,1758,1557
O=C(Cc1ccccc1)NNC1CC(=O)N(c2ccc(Br)cc2)C1=O (stereo unspecified),1772,1647
CC(=O)NC(=O)COC(=O)c1ccc2ncsc2c1,1712,1649
O=C(N/N=C/c1ccccc1)NC1CCCCC1,2005,1729
Cc1cc(N)n(Cc2cccs2)n1,1724,1619
CC1CN(C(=O)c2ccc(Oc3ccccc3)cc2)CC(C)O1 (stereo unspecified),1595,1495
Cc1ccc(C)c(Cn2nnc3c(=O)[nH]c(C(=O)NCc4ccco4)nc32)c1,1882,1920
CN(CCC#N)C(=O)COc1ccc(Br)cc1Cl,1875,1577
Cc1cnc(NC(=O)c2cc3c(C)nn(Cc4ccccc4Cl)c3s2)s1,1712,1594
CC(C)N(Cc1nc(-c2ccccc2)no1)C(=O)C(Cl)(Cl)Cl,1739,1641
Cc1cc(C)nc(NS(=O)(=O)c2ccc(N)cc2)n1,1672,1572
CCC(=O)Nc1sc(C(=O)Nc2ccccc2)c(C)c1C(=O)OC,2096,1426
CCOc1ccc2c(c1)ncn2Cc1ccccc1,1941,1517
O=C(O)Cn1cc(/C=C2\SC(=O)N(c3ccccc3)C2=O)c2ccccc21,1900,1572
CC(=O)OCCNc1cc(Sc2nc3ccccc3[nH]2)c2nonc2c1[N+](=O)[O-],1894,1627
CCOCCCNC(=O)C(c1ccc(OC)cc1)N(Cc1cccs1)C(=O)c1ccccc1O (stereo unspecified),1906,1686
CCN(CC)CCSc1nc2ccccc2c(=S)n1-c1ccccc1,1643,1375

# Next section:
SMILES,SRC1 TRFRET art,SRC3 TRFRET art
c1cncc(-c2ccnc3ncnn23)c1,1987,1705
O=C1NC(=S)N/C1=C\c1ccc(N2CCOCC2)cc1,1982,1740
CCN(c1ccccc1)S(=O)(=O)c1ccc(Cl)c(NC(=O)CSc2nnc(C)s2)c1,1665,1564
CCOc1ccc(Cl)cc1/C=N/NC(=O)CNC(=O)c1ccccc1,1880,1687
COc1ccc(Oc2cc(C(F)(F)F)nc(N(C)C)n2)cc1,1895,1589
Cc1ccc(CC(CC(=O)O)C(=O)NCC23CC4CC(CC(C4)C2)C3)cc1 (stereo unspecified),1761,1659
CCc1cccc(CC)c1NC(=S)NCc1ccc2c(c1)OCO2,1752,1598
COCc1cc(=O)[nH]c(-c2ccccc2)n1,1743,1740
COc1ccccc1-n1cnnc1SCC(=O)NC1CCS(=O)(=O)C1 (stereo unspecified),1892,1641
COc1ccccc1CN1CCNC(=O)C1CC(=O)NCCOc1cccnc1 (stereo unspecified),1469,1644
COc1cc(CC(=O)Nc2ccc(S(=O)(=O)NC3=NCCCCC3)cc2)cc(OC)c1OC,1842,1547
CCCC(=O)N=C1SC2CS(=O)(=O)CC2N1c1ccc(-c2nc3ccc(C)cc3s2)cc1 (stereo unspecified),1611,1439
O=[N+]([O-])c1cccc(/C=N/NC2=NS(=O)(=O)c3ccccc32)c1,1674,1515
COc1ccccc1/C=C1\SC(=S)N(CCC(=O)NC2=NCCS2)C1=O,1975,1661
COC(=O)/C=C1\S/C(=N/N=C/c2ccccc2)NC1=O,2034,1684
CCC(CC)C(=O)Nc1ccc(S(=O)(=O)Nc2nccs2)cc1,1709,1356
O=C(CCN1CCOCC1)NNC(=S)NC(=O)c1ccccc1,1921,1601
Cc1cccc(N2C(=O)CN(Cc3sccc3C)C2=S)c1,1516,1472
COc1cc(NC(=O)c2ccccc2C)c(OC)cc1NC(=O)CN1CCOCC1,1578,1638
O=c1c2c(ncn2C2CCCC2)n(Cc2ccccc2)c(=O)n1CCOc1ccccc1,1653,1649

# An excerpt from above in order of length of the SMILES, low to high:
SMILES,SRC1 TRFRET art,SRC3 TRFRET art
c1cncc(-c2ccnc3ncnn23)c1,1987,1705
COCc1cc(=O)[nH]c(-c2ccccc2)n1,1743,1740
Cc1cccc(N2C(=O)CN(Cc3sccc3C)C2=S)c1,1516,1472
O=C(CCN1CCOCC1)NNC(=S)NC(=O)c1ccccc1,1921,1601
CCc1cccc(CC)c1NC(=S)NCc1ccc2c(c1)OCO2,1752,1598
COC(=O)/C=C1\S/C(=N/N=C/c2ccccc2)NC1=O,2034,1684
CCC(CC)C(=O)Nc1ccc(S(=O)(=O)Nc2nccs2)cc1,1709,1356
COc1ccccc1CN1CCNC(=O)C1CC(=O)NCCOc1cccnc1 (stereo unspecified),1469,1644
COc1ccccc1/C=C1\SC(=S)N(CCC(=O)NC2=NCCS2)C1=O,1975,1661
COc1cc(NC(=O)c2ccccc2C)c(OC)cc1NC(=O)CN1CCOCC1,1578,1638
Cc1ccc(CC(CC(=O)O)C(=O)NCC23CC4CC(CC(C4)C2)C3)cc1 (stereo unspecified),1761,1659
O=[N+]([O-])c1cccc(/C=N/NC2=NS(=O)(=O)c3ccccc32)c1,1674,1515
CCN(c1ccccc1)S(=O)(=O)c1ccc(Cl)c(NC(=O)CSc2nnc(C)s2)c1,1665,1564
COc1cc(CC(=O)Nc2ccc(S(=O)(=O)NC3=NCCCCC3)cc2)cc(OC)c1OC,1842,1547
CCCC(=O)N=C1SC2CS(=O)(=O)CC2N1c1ccc(-c2nc3ccc(C)cc3s2)cc1 (stereo unspecified),1611,1439

# Going on with the list:
SMILES,SRC1 TRFRET art,SRC3 TRFRET art
O=C(CSc1nnc2ccccn12)N1CCc2ccccc21,1839,1484
COc1cc(N2CCCC2)c(OC)cc1/C=C1/NC(=S)NC1=O,2007,1445
COCCn1c(SCC(=O)Nc2ccccc2OC)nc2c(oc3ccccc32)c1=O,1623,1539
Cc1onc(-c2c(F)cccc2Cl)c1C(=O)OCC(=O)c1c(N)n(C)c(=O)n(C)c1=O,1917,1619
Cc1ccc2oc(=O)c(/C=C(\O)C(C)(C)C)nc2c1,1741,1583
CC(C)Sc1nc(NCc2ccco2)c2c3c(sc2n1)COC(C)(C)C3,2202,1656
O=C(NCc1ccc2c(c1)OCO2)c1n[nH]c(=O)c2ccccc12,1682,1470
CCO[C@@H]1OC(C(=O)NCc2ccccc2)=C[C@H](c2ccc(Br)cc2)[C@H]1CCCO,1561,1615
Cc1cc(C)c2c(NC(=O)C3CC3)nn(C)c2n1,1510,1427
O=C(N/N=C/c1ccc(OCCCF)cc1)c1ccc(C(F)(F)F)cc1,1712,1272
Cc1cccc(N2CCN(C(=O)c3ccc(CNc4c(N5CCC(C)CC5)c(=O)c4=O)cc3)CC2C)c1 (stereo unspecified),1772,1718
CC(C)Oc1ccc(/C(O)=C2/C(=O)C(=O)N(CCN(C)C)C2c2cccs2)cc1 (stereo unspecified),1737,1617
COc1ccc(C2CC(=O)C(C=NCCN3CCN(C(=S)Nc4ccccc4)CC3)=C(O)C2)cc1OC (stereo unspecified),1866,1685
O=C(CCNS(=O)(=O)c1ccc(Br)s1)NCc1ccccc1Cl,1795,1461
COc1ccc(Cl)cc1NC(=S)NCc1cccs1,1776,1526
O=C1CC(c2ccc(F)cc2)Sc2nc(C34CC5CC(CC(C5)C3)C4)nn21 (stereo unspecified),1716,1703
CCCCN1C(=O)C(=O)N(CC(=O)NC2CCCc3ccccc32)C1=O (stereo unspecified),1593,1583
Cc1ccc(-n2c(SCC(=O)NCCN3C(=O)CSC3=O)nnc2-c2cccc(C)c2)cc1,1757,1536
CCOc1cc(-c2nc(C)c(C(C)=O)n2O)ccc1OCC(=O)Nc1ccccc1,1503,1616
CCOC(=O)c1ccc(Oc2nc(OC)cc(OC)n2)cc1,1985,1586
COc1ccc(C2=NN(S(C)(=O)=O)C(c3cccs3)C2)cc1OC (stereo unspecified),1454,1614
c1ccc2c(c1)OCCOCCOCCO2,1616,1449
C#CC(CC)(CC)NC(=S)Nc1ccc(S(N)(=O)=O)cc1,2067,1651
COc1ccc(NC(=O)Nc2ccc3nccnc3c2)cc1,1982,1555
COc1ccc(NC(=O)CCCC2=NS(=O)(=O)c3ccccc3N2)cc1,1808,1705
CC(=O)N1N=C(c2ccc(Cl)cc2)OC1(C)C,1948,1693
COc1ccc(CN=C2NC(=O)CC(C(=O)Nc3ccc([N+](=O)[O-])cc3C)S2)cc1 (stereo unspecified),1774,1471
CCOC(=O)c1ccc(NC(=O)NCc2ccc(OC)cc2)cc1,2004,1556
COc1ccc(/C=C2/CCc3ccccc3C2=O)cc1CN1CCOCC1,1653,1371
CCCCNc1c(N)n(CCC)c(=O)[nH]c1=O,1919,1582
CCN(CC)c1ccc2c(C)c(Cl)c(=O)oc2c1,1759,1798
O=C(NCc1ccc2c(c1)OCO2)C1Cc2ccccc2CN1C(=O)c1ccco1 (stereo unspecified),1794,1599
CN(CC(=O)Nc1ccc(S(=O)(=O)N2CCCC2)cc1)Cc1ccc(Cl)cc1,1749,1613
CC1Cc2nc(SCC(=O)NCc3ccco3)n(Cc3ccccc3)c(=O)c2S1 (stereo unspecified),1848,1590
O=C(c1ccc(Cl)cc1)n1c(NCc2ccccc2)n[nH]c1=S,1530,1276
CCCCC(=O)Nc1nnc(CCOC)s1,1694,1595
O=[N+]([O-])c1cc(-c2cnc3ccccc3n2)ccc1Oc1ccc(Cl)cc1,1524,1751
O=C(NC(=S)NNC(=O)c1cnccn1)c1ccc(F)cc1,1771,1637
Cc1cc(C)c(S(C)(=O)=O)c(Oc2cccc(C(F)(F)F)c2)n1,1665,1645
O=Cc1cn(CC(=O)N2CCCCC2)c2ccccc12,1761,1711
CCN(CC)C(=O)/C(=C/c1ccc(F)cc1)NC(C)=O,1711,1711
O=C(Cc1ccc([N+](=O)[O-])cc1)Nc1ccc(O)cc1C(=O)O,1702,1548
CC1=CN2C(=N)/C(=C/c3ccc(Sc4ccc(Cl)cc4)o3)C(=O)N=C2S1,1924,1473
COC(=O)c1cn(NC(=O)Cc2ccc(OC)c(OC)c2)c(=O)c2ccccc12,1992,1502
CC1(C)CSC(=NCCc2ccccc2)N1C(=O)c1ccc(C#N)cc1,1789,1465
O=C(N/N=C/c1ccc([N+](=O)[O-])cc1)c1cccc2cc[nH]c12,1662,1407
COc1cc(/C=N/NC(=O)C[n+]2ccccc2)cc(OC)c1OC,1927,1545
Cc1ccc(C2CC(=O)Oc3cc(O)ccc32)cc1 (stereo unspecified),1677,1540
O=C(O)c1ccc(/C=N/NC(=O)C2CC2(c2ccccc2)c2ccccc2)cc1 (stereo unspecified),2029,1648
CC(=O)N1N=C(c2ccncc2)CC1c1ccccc1O (stereo unspecified),1892,1690
CCOC(=O)c1cc(C#N)c(SCC(=O)c2cc(C#N)c(SC)nc2C)[nH]c1=O,1921,1620
